FadD28 binding: M. tuberculosis FadD28 bisubstrate binding inhibition; FadD28 bisubstrate probe binding, fluorescence polarization; inhibition, % at 12.5 µM; hit rate 0.22% among 360,000; AID 588549; in the data active means inhibition above about 8.5%, passing the limit was not always enough; inconclusive means no clear call, values can overlap the other calls
BoNT-F LC inh: inhibitors of Botulinum neurotoxin F light chain protease; Multiplex microsphere protease cleavage assay, flow cytometry; inhibition, % at 10 µM; hit rate 0.22% among 360,000; in the data active means inhibition above about 35%, passing the limit was not always enough; inconclusive means no clear call, values can overlap the other calls; further: plate controls were buffer without enzyme for full effect and enzyme alone for no effect
CCHF vOTU inh: CCHFV vOTU protease inhibition; Pep-AMC fluorescence; inhibition, % at 11.5 µM; hit rate 0.55% among 370,000; AID 651958; in the data active means inhibition above about 30%; further: 0% = vehicle wells with enzyme and 100% = no enzyme wells
Anthrax LF prot: blocks Bacillus anthracis lethal factor protease; AID 588501; hit rate 0.12% among 360,000; multiplex microsphere protease cleavage assay, LF; P15917; inhibition, % at 10 µM; further: plate controls were buffer without enzyme for full effect and enzyme alone for no effect
BoNT A protease: blocks Botulinum neurotoxin A light chain protease | inhibition, % at 10 µM | multiplex microsphere protease substrate cleavage, flow cytometry | hit rate 0.17% among 360,000; further: plate controls were buffer without enzyme for full effect and enzyme alone for no effect
Yp Topo-I inh: blocks Yersinia pestis topoisomerase I activity. Y. pestis Topo-I cleavage product accumulation, plate reader. AID 504884. hit rate 0.064% among 360,000. activity, % at 10 µM; in the data active means activity above about 50%, passing the limit was not always enough; inconclusive means no clear call, values can overlap the other calls; further: inactives centre near 2
TcdB inh: blocks C. difficile toxin B glycohydrolase activity; P18177; hit rate 0.24% among 350,000; AID 652162; inhibition, % at 9.99 µM; TcdB glycohydrolase enzymatic assay, plate reader; in the data active means inhibition above about 10%
PfHsp40 yeast: rescue of PfHsp40-mediated yeast toxicity | hit rate 0.68% among 340,000 | AID 504582 | growth rescue, % at 12.5 µM | S. cerevisiae expressing PfHsp40, growth rescue, ATP luminescence; in the data active means growth rescue above about 28%, passing the limit was not always enough; inconclusive means no clear call, values can overlap the other calls;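 further: yeast W303a lacking pdr1 and pdr3 grown in galactose medium; growth measured after three days at 30 °C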
PrPC TRFRET: cell surface PrPC inhibition, primary TR-FRET screen | P04156 | TR-FRET read-out | inhibition, % at 13.8 µM | hit rate 0.43% among 370,000; in the data active means inhibition above about 24%; further: 0% = median of the test wells and 100% = reference compound wells
Starred values were filed as active, the others as inactive; & = joins results of further samples. Unless noted, no stated cut-off is given here; in the data, active means inhibition above about 30%; inconclusive means no clear call, values can overlap the other calls; inactive means below that.

The opening 3 entries as a preview:
What do the screens show for `O=C(Nc1ccc(F)cc1)Nc1sccc1-c1nc2ccccc2s1`?
FadD28 binding: -2.0; BoNT-F LC inh: -24; CCHF vOTU inh: -9; Anthrax LF prot: 4; BoNT A protease: -1.0; Yp Topo-I inh: -3; TcdB inh: 0.4; PfHsp40 yeast: -0.3; PrPC TRFRET: 12

What do the screens show for `Cc1cc(C)cc(C(=O)Nc2ccc(NC(=O)Cc3ccccc3)cc2)c1`?
FadD28 binding: -1.0; BoNT-F LC inh: 2; CCHF vOTU inh: -7; Anthrax LF prot: 0; BoNT A protease: 0.0; Yp Topo-I inh: 14; TcdB inh: 0.6; PfHsp40 yeast: 0.1; PrPC TRFRET: -11

Results for Nc1nc(SCC(=O)NC2CCCCC2)[nH]c(=O)c1-c1ccccc1 ?
FadD28 binding: 0.5; BoNT-F LC inh: 0; CCHF vOTU inh: -6; Anthrax LF prot: -4; BoNT A protease: -0.3; Yp Topo-I inh: 2; TcdB inh: 0.6; PfHsp40 yeast: 0.0; PrPC TRFRET: 2

All compounds of this part, from the start:
What do the screens show for `O=C(Nc1ccc(F)cc1)Nc1sccc1-c1nc2ccccc2s1`?
FadD28 binding: -2.0; BoNT-F LC inh: -24; CCHF vOTU inh: -9; Anthrax LF prot: 4; BoNT A protease: -1.0; Yp Topo-I inh: -3; TcdB inh: 0.4; PfHsp40 yeast: -0.3; PrPC TRFRET: 12

What do the screens show for `Cc1cc(C)cc(C(=O)Nc2ccc(NC(=O)Cc3ccccc3)cc2)c1`?
FadD28 binding: -1.0; BoNT-F LC inh: 2; CCHF vOTU inh: -7; Anthrax LF prot: 0; BoNT A protease: 0.0; Yp Topo-I inh: 14; TcdB inh: 0.6; PfHsp40 yeast: 0.1; PrPC TRFRET: -11

Results for Nc1nc(SCC(=O)NC2CCCCC2)[nH]c(=O)c1-c1ccccc1 ?
FadD28 binding: 0.5; BoNT-F LC inh: 0; CCHF vOTU inh: -6; Anthrax LF prot: -4; BoNT A protease: -0.3; Yp Topo-I inh: 2; TcdB inh: 0.6; PfHsp40 yeast: 0.0; PrPC TRFRET: 2

Results for COc1ccc(-n2nc3c(N4CCC(C(=O)N5CCC(C)CC5)CC4)nnc(C)c3c2C)cc1 ?
FadD28 binding: -3.7; CCHF vOTU inh: 4; Yp Topo-I inh: 13; TcdB inh: 1.6; PfHsp40 yeast: 0.3; PrPC TRFRET: -1

How did Cc1onc(-c2ccccc2Cl)c1C(O)c1ccc(F)cc1 (stereo not given) do in these assays?
FadD28 binding: -1.3; BoNT-F LC inh: -1; CCHF vOTU inh: -8; Anthrax LF prot: 0; BoNT A protease: 0.3; Yp Topo-I inh: -3; TcdB inh: 1.9; PfHsp40 yeast: 0.9; PrPC TRFRET: 7

How did COc1ccc(C2=NN(C(=O)c3cccc([N+](=O)[O-])c3)C(c3cccc([N+](=O)[O-])c3)C2)cc1 (stereo not given) do in these assays?
FadD28 binding: -2.4; BoNT-F LC inh: -2; CCHF vOTU inh: -2; Anthrax LF prot: 0; BoNT A protease: 1.2; Yp Topo-I inh: 11; PfHsp40 yeast: -1.0; PrPC TRFRET: 3

Results for O=c1c2ccccc2nnn1CSc1nnc(Nc2ccccc2)s1 ?
FadD28 binding: -4.7; BoNT-F LC inh: inconclusive; CCHF vOTU inh: 10; Anthrax LF prot: 2; BoNT A protease: 0.2; Yp Topo-I inh: 11; PfHsp40 yeast: -0.4; PrPC TRFRET: 3

What do the screens show for `COc1ccccc1-c1sc2cc3c(cc2c1C#Cc1ccccn1)OCO3`?
FadD28 binding: 0.1; BoNT-F LC inh: 4; CCHF vOTU inh: 4; Anthrax LF prot: 7; BoNT A protease: 6.1; Yp Topo-I inh: 1; TcdB inh: 0.8; PfHsp40 yeast: 0.0; PrPC TRFRET: -22

How did COc1cccc(CNc2ncnc3ccc(-c4c(C)noc4C)cc23)c1 do in these assays?
FadD28 binding: -3.5; BoNT-F LC inh: -5; CCHF vOTU inh: 10; Anthrax LF prot: -5; BoNT A protease: 0.1; Yp Topo-I inh: 9; TcdB inh: 0.7; PfHsp40 yeast: 33*; PrPC TRFRET: 16

Results for CCn1nc(C)c(CN2CCN(Cc3cccc(OC)c3)C(CCO)C2)c1C (stereo not given) ?
FadD28 binding: -2.5; BoNT-F LC inh: -5; CCHF vOTU inh: -14; Anthrax LF prot: -7; BoNT A protease: 0.3; Yp Topo-I inh: 1; TcdB inh: 1.4; PfHsp40 yeast: 0.6; PrPC TRFRET: -8

What do the screens show for `COc1ccc(-c2c[n+]3c4n2CCCCC4=C(c2ccc(Br)cc2)C3)cc1`?
FadD28 binding: -1.7; BoNT-F LC inh: -16; CCHF vOTU inh: -6; Anthrax LF prot: 2; BoNT A protease: inconclusive; Yp Topo-I inh: 12; PfHsp40 yeast: 0.6; PrPC TRFRET: -1

How did CC(C)CNC(=S)N1CCC(Cc2ccccc2)CC1 do in these assays?
FadD28 binding: 0.5; BoNT-F LC inh: -6; CCHF vOTU inh: 0; Anthrax LF prot: 2; BoNT A protease: -0.8; Yp Topo-I inh: 0; TcdB inh: -0.5; PfHsp40 yeast: 6.6; PrPC TRFRET: 13

How did COc1cc(C(=O)N/N=C/c2cn(Cc3ccccc3)c3ccccc23)ccc1O do in these assays?
FadD28 binding: 1.4; BoNT-F LC inh: -4; CCHF vOTU inh: 4; Anthrax LF prot: 2; BoNT A protease: -2.4; Yp Topo-I inh: -4; TcdB inh: 1.9; PfHsp40 yeast: 1.3; PrPC TRFRET: 12

What do the screens show for `CC(C)(C)n1nc2c(c1NC(=O)c1c(F)cccc1F)CS(=O)(=O)C2`?
FadD28 binding: -2.2; BoNT-F LC inh: 2; CCHF vOTU inh: -7; Anthrax LF prot: 5; BoNT A protease: 3.7; Yp Topo-I inh: -7; TcdB inh: 0.5; PfHsp40 yeast: 0.7; PrPC TRFRET: 7

Results for N/C(COc1cccc(Cl)c1)=N\NS(=O)(=O)c1ccccc1 ?
FadD28 binding: 0.1; BoNT-F LC inh: 6; CCHF vOTU inh: 8; Anthrax LF prot: -5; BoNT A protease: 0.4; Yp Topo-I inh: -13; PfHsp40 yeast: -0.8; PrPC TRFRET: 3

Results for CC1CN(C(=O)CCNC(=O)c2ccc(Cl)cc2)CC(C)O1 (stereo not given) ?
FadD28 binding: 1.4; BoNT-F LC inh: 3; CCHF vOTU inh: -5; Anthrax LF prot: 4; BoNT A protease: 2.3; Yp Topo-I inh: -11; TcdB inh: -1.8; PfHsp40 yeast: -0.4; PrPC TRFRET: -5

Results for CS(=O)(=O)N1CCN=C1SCc1ccc(F)cc1 ?
FadD28 binding: 0.1; BoNT-F LC inh: -6; CCHF vOTU inh: 11; Anthrax LF prot: 4; BoNT A protease: -0.8; Yp Topo-I inh: 9; TcdB inh: 1.2; PfHsp40 yeast: -2.2; PrPC TRFRET: -6

Results for CCOc1cc(CNc2cccc3ccccc23)cc(Br)c1OCC(=O)NC(C)(C)C ?
FadD28 binding: -2.8; BoNT-F LC inh: -4; Anthrax LF prot: -5; BoNT A protease: -0.9; Yp Topo-I inh: 31; PfHsp40 yeast: -1.4

How did COC(=O)c1ccc(CNC(=O)COC(=O)c2cccs2)cc1 do in these assays?
FadD28 binding: -0.4; BoNT-F LC inh: 2; CCHF vOTU inh: -4; Anthrax LF prot: 6; BoNT A protease: 0.4; Yp Topo-I inh: 7; TcdB inh: 0.9; PfHsp40 yeast: -0.2; PrPC TRFRET: -4

How did CN1CCN(c2ncccc2S(=O)(=O)N2CCCCC2)CC1 do in these assays?
FadD28 binding: 0.2; BoNT-F LC inh: -1; CCHF vOTU inh: 13; Anthrax LF prot: 2; BoNT A protease: -0.1; Yp Topo-I inh: -1; PfHsp40 yeast: -1.5; PrPC TRFRET: -9

How did COc1ccc2nc(NC(=O)Cn3cnc4c(=O)n(C)c(=O)n(C)c43)sc2c1 do in these assays?
FadD28 binding: 0.9; BoNT-F LC inh: 7; CCHF vOTU inh: 12; Anthrax LF prot: -1; BoNT A protease: 0.0; Yp Topo-I inh: 2; PfHsp40 yeast: -0.3; PrPC TRFRET: 5

How did COc1ccc(C(=O)Nc2ccc3c(c2)C(=O)N(C)C3=O)cc1OC do in these assays?
FadD28 binding: -2.1; BoNT-F LC inh: -20; Anthrax LF prot: -7; BoNT A protease: 0.4; Yp Topo-I inh: -5; PfHsp40 yeast: -0.4

Results for Cc1ccc(C(=O)Cn2nnc(-c3ccccc3-n3cnnn3)n2)cc1 ?
FadD28 binding: -0.8; BoNT-F LC inh: 2; CCHF vOTU inh: 18; Anthrax LF prot: 2; BoNT A protease: 0.5; Yp Topo-I inh: 8; PfHsp40 yeast: 0.5; PrPC TRFRET: 0

How did Cc1ccc2c(c1)C1(OCCCO1)C(=O)N2CC#N do in these assays?
FadD28 binding: -2.6; BoNT-F LC inh: inconclusive; CCHF vOTU inh: 5; Anthrax LF prot: -10; BoNT A protease: -1.4; Yp Topo-I inh: -4; TcdB inh: 2.1; PfHsp40 yeast: -0.8; PrPC TRFRET: -6

What do the screens show for `COc1ccc(C(=O)NC(=S)Nc2cccc(S(=O)(=O)N3CCOCC3)c2)cc1`?
FadD28 binding: -1.8; BoNT-F LC inh: -3; CCHF vOTU inh: -6; Anthrax LF prot: 1; BoNT A protease: -0.2; Yp Topo-I inh: 4; TcdB inh: 0.8; PfHsp40 yeast: 0.5; PrPC TRFRET: 10

How did CC(=O)n1cc([C@H]2C=C(C(=O)N3CCOCC3)O[C@@H](OCCCCO)C2)c2ccccc21 do in these assays?
FadD28 binding: -2.6; BoNT-F LC inh: -4; CCHF vOTU inh: -12; Anthrax LF prot: 0; BoNT A protease: -1.2; Yp Topo-I inh: 4; TcdB inh: 0.8&-0.4; PfHsp40 yeast: -0.8; PrPC TRFRET: 5

How did O=C1CCSC2=C1SCc1sccc12 do in these assays?
BoNT-F LC inh: -8; CCHF vOTU inh: 3; Anthrax LF prot: -4; BoNT A protease: -1.2; TcdB inh: -0.3; PrPC TRFRET: -17

How did C#CCN1C(=O)C(O)(CC(=O)/C=C/c2ccco2)c2ccccc21 (stereo not given) do in these assays?
FadD28 binding: -1.7; BoNT-F LC inh: -1; CCHF vOTU inh: -9; Anthrax LF prot: -2; BoNT A protease: 0.1; Yp Topo-I inh: 0; TcdB inh: 0.1; PfHsp40 yeast: 1.3; PrPC TRFRET: 1

Results for CC(N)c1csc(Nc2ncccn2)n1 (stereo not given) ?
FadD28 binding: -2.9; BoNT-F LC inh: 0; CCHF vOTU inh: 6; Anthrax LF prot: 7; BoNT A protease: 0.6; Yp Topo-I inh: -5; TcdB inh: 0.7; PrPC TRFRET: 0

What do the screens show for `C=CCc1cc(/C=N\NC(=O)CSc2nnc(CCCc3ccc(OC)c(C)c3)o2)cc(OC)c1O`?
FadD28 binding: -0.8; BoNT-F LC inh: 3; CCHF vOTU inh: 9; Anthrax LF prot: 0; BoNT A protease: -0.3; Yp Topo-I inh: 44; PfHsp40 yeast: -0.2; PrPC TRFRET: -6

What do the screens show for `Cc1cc(NC(=O)c2cnn3cccnc23)n(-c2ccccc2)n1`?
FadD28 binding: -5.5; BoNT-F LC inh: 0; CCHF vOTU inh: 8; Anthrax LF prot: 0; BoNT A protease: 0.2; Yp Topo-I inh: 2; PfHsp40 yeast: -1.2; PrPC TRFRET: -1

How did Nc1ccc(Br)c2cccnc12 do in these assays?
FadD28 binding: -1.0; BoNT-F LC inh: -9; CCHF vOTU inh: 101*; Anthrax LF prot: -4; BoNT A protease: 0.8; Yp Topo-I inh: -2; TcdB inh: 1.3; PfHsp40 yeast: 0.0; PrPC TRFRET: -4

What do the screens show for `CC(CN1c2ccccc2Sc2ccccc21)N(C)C` (stereo not given)?
FadD28 binding: -1.3; BoNT-F LC inh: -10; CCHF vOTU inh: 1; Anthrax LF prot: -4; BoNT A protease: -1.1; Yp Topo-I inh: -9; TcdB inh: 0.9; PfHsp40 yeast: 1.7; PrPC TRFRET: -5

Results for Cc1ccc(-c2nn(-c3ccccc3)cc2/C=N/n2c(-c3cccs3)n[nH]c2=S)cc1 ?
FadD28 binding: -0.9; BoNT-F LC inh: 2; CCHF vOTU inh: 9; Anthrax LF prot: -6; BoNT A protease: 0.2; Yp Topo-I inh: -1; TcdB inh: 0.7; PrPC TRFRET: 8

Screening data as filed in PubChem.

The order is random; about 2.3% have a hit in one of these screens.
